Source: PubChem (several laboratories)
Her2 expr inh = inhibitors of human Her2 kinase expression | SKBR-3 HER2 protein level, AlphaScreen, 18-24 h; hits give low values | P04626 | HER2 level % of control, % at 10 µM | actives 0.69% (n = 65,000) | AID 645;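 active = HER2 level under 5% of the carrier-only control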;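 note: 100% = DMSO carrier and 0% = 500 nM PU-H71 HSP90 inhibitor; lower value means stronger loss of Her2 protein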
FXIIa mix inh = factor XIIa (human) inhibition, mixture screen | actives 0.2% (n = 62,000) | inhibition, % at 5 µM | AID 684 | purified FXIIa, fluorogenic substrate, pooled mixtures | P00748; in the data active = inhibition above about 20%, passing the limit was not always enough;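 note: 0% = enzyme without compound and 100% = no enzyme blank; some results filed as inactive read as strong as hits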
Target sequence (P00748 20-372 limits assumed): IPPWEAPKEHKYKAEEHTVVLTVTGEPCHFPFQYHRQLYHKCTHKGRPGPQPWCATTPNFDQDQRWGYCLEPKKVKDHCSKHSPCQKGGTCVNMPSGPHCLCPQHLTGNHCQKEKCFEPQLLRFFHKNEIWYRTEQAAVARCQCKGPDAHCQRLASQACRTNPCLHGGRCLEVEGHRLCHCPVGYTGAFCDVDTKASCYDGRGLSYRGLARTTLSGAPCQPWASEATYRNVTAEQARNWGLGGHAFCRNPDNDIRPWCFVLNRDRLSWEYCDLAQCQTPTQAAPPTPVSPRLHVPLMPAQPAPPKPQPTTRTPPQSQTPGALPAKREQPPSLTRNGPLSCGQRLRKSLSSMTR
Target sequence (P00748 373-615 limits assumed): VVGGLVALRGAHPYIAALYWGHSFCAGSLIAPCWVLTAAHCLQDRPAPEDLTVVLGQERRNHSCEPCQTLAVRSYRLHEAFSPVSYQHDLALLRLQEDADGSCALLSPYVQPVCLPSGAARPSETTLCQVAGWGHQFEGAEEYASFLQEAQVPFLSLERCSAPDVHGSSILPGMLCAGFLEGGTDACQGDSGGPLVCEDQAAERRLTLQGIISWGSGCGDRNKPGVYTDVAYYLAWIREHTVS
D1 mod = D1 dopamine receptor (human) allosteric modulation | P21728 | HEK293 D1, CRE-luciferase, dopamine EC30 potentiation; actives deviate in either direction | B-score at 10 µM | actives 5.9% (n = 58,000);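 active = luminescence count or its row- and column-corrected plate score outside the 99.7% band of the plate's sample wells, on either side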
Target sequence (P21728 whole entry, looked up): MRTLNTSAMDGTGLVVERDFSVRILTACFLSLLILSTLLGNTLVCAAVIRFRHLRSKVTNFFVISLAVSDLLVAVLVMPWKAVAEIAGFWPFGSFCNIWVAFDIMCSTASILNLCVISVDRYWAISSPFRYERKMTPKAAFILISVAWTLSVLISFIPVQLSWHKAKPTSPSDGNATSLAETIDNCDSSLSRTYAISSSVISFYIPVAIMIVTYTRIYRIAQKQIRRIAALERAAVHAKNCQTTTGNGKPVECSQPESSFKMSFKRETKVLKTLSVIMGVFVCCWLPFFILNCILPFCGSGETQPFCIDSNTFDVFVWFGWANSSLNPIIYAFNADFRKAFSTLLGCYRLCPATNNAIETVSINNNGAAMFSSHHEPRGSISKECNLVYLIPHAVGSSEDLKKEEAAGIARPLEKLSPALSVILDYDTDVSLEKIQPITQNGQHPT
DUSP1 inh = inhibitors of human MKP-1 phosphatase; recombinant MKP-1, OMFP hydrolysis fluorescence; P28562; inhibition, %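 (compounds tested at a single concentration somewhere between 10 and 100 µM)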; actives 0.15% (n = 65,000);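 active = inhibition above about 50%, limit read from the data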;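 note: 0% = DMSO max control wells and 100% = wells with enzyme stopped by NaOH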
SF-1 act = SF-1 (human) activation; Q13285; CHO-K1 Gal4-SF-1 LBD luciferase reporter; % increase over DMSO SF-1-specific signal; activation, % at 10 µM; actives 1.9% (n = 65,000);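 active = activation above the mean activation of all tested compounds plus 3 SD, cut at about 50% in these data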
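Material: Transient Gal4-SF-1 LBD reporter, CHO-K1 | Input: 4,000 cells/well | Dosing: One dose, 10 µM compound, 1% DMSO | Incubation: 20 h compound treatment, 37 °C | Detection: SteadyLite luciferase luminescence | Evaluation: Percent activation relative to DMSO median and mock-transfected background | Benchmarks: DMSO-treated SF-1-transfected cells as negative, DMSO-treated mock-transfected cells lacking SF-1 as background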
RORA act = RORA (human) activation | actives 1.5% (n = 65,000) | CHO-K1 Gal4-RORA LBD luciferase reporter, luminescence; percent increase over mock-subtracted basal signal | activation, % at 10 µM;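 active = activation above the mean of all tested compounds plus 3 SD, cut at about 49% in these data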;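 note: 0% = DMSO-treated RORA cells and 100% = added signal equal to DMSO minus mock-transfected cells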
Cdc25B inh = human M-phase inducer phosphatase 2 inhibition | P30305 | recombinant Cdc25B, OMFP fluorescence Ex485/Em525 | inhibition, %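 (compounds tested at 10 µM final in the well)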 | actives 0.1% (n = 65,000) | AID 368; in the data active = inhibition above about 50%
TNAP act mid DEA = human TNAP activation, intermediate phosphate acceptor. 64,000 tested, under 10 active. purified TNAP, CDP-star luminescence, 100 mM DEA, 30 min; hits give high values; scale: 0 levamisole-inhibited, 1 vehicle-only enzyme. P05186. activation factor at 20 µM;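 active = activation factor of at least 2 at 20 µM, relative to controls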
Hsp90 block = displaces geldanamycin probe from tumor Hsp90; actives 0.35% (n = 64,000); P07900; AID 429; inhibition, % at 30 µM; NCI-N417 lysate Hsp90, Cy3B-geldanamycin FP displacement;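 active = inhibition above 50%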;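 note: 0% = tracer plus lysate wells and 100% = tracer alone without lysate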
An asterisk follows results filed as active; · = no result given.

SMILES	Her2 expr inh	FXIIa mix inh	D1 mod	DUSP1 inh	SF-1 act	RORA act	Cdc25B inh	TNAP act mid DEA	Hsp90 block
O=C(O)C1C2CCCCC2=C2CCCCC2C1C(=O)O (configuration not stated)	122	11	-1.2	8	-1	8	0	0.9	-2
CCCCN=C(C)C1=C(O)CSC1=O	64	-2	-0.23	2	-10	-15	-10	0.9	0
CCOC(=O)C1C(=O)CC(O)(c2ccccc2)CC1c1ccccc1 (configuration not stated)	86	0	1	-33	10	4	6	0.9	-1
Cc1nc2ccccc2c(=O)n1/N=C/c1ccccn1	110	-4	0.75	-3	50*	26	-3	0.9	0
CCOC(=O)c1nnn(-c2nonc2N)c1CSc1ccc(C)cc1	55	-13	-0.15	4	4	-18	-22	1	-3
c1cncc(CNc2c3c(nc4nnnn24)CCCC3)c1	164	2	·	13	-6	-9	-16	1	·
COc1ccc(N2C(C)=CS/C2=C(/C#N)c2nnc(N3CCOCC3)n2-c2ccccc2)cc1	110	2	-0.17	25	-12	-21	2	0.9	0
O=C(NCCc1c[nH]c2ccccc12)c1c(Cl)nc2sccn12	69	14	0.63	0	14	29	-10	1	·
COc1ccc(S(=O)(=O)NC2CCCCC2)c(C)c1C	95	2	-0.14	10	2	-12	-1	0.9	-5
Cn1c(=O)c2c(nc(Br)n2Cc2ccccc2Cl)n(C)c1=O	105	4	-0.023	1	-1	2	-16	1.1	-2
O=C(Nc1nc2c(s1)CCc1ccccc1-2)c1cccs1	111	0	-0.44	10	32	36	5	0.9	7
O=C(c1ccco1)N1C(=O)c2cccc3c(S(=O)(=O)N4CCCC4)ccc1c23	106	0	0.25	-5	17	3	-2	1	-1

The final 2 entries of the section above are carried over, then new ones follow.
SMILES	Her2 expr inh	FXIIa mix inh	D1 mod	DUSP1 inh	SF-1 act	RORA act	Cdc25B inh	TNAP act mid DEA	Hsp90 block
O=C(Nc1nc2c(s1)CCc1ccccc1-2)c1cccs1	111	0	-0.44	10	32	36	5	0.9	7
O=C(c1ccco1)N1C(=O)c2cccc3c(S(=O)(=O)N4CCCC4)ccc1c23	106	0	0.25	-5	17	3	-2	1	-1
CN(C)CCCOC(=O)c1ccc(Cl)cc1Cl	69	0	·	-10	15	-9	-31	1	-4
CC(C)CCOc1ccc(C(=O)NCCC(=O)N2CCOCC2)cc1	122	4	0.077	-2	2	1	-1	1	-7
CCC(=O)N1CCN(c2ccccc2NC(=O)COc2cc(C)ccc2C(C)C)CC1	115	10	-1.9	17	-1	-9	-30	1	2
Clc1cc(Cl)c(OCc2nc(-c3ccccn3)no2)cc1Cl	125	-9	-1.1	20	34	52*	-1	0.9	-3
COC(=O)c1cc(=O)n(Cc2cccs2)c(=NCc2cccs2)s1	66	14	-0.23	4	3	-7	4	1	-5
S=c1[nH]nc(-c2ccccc2)n1C1C=CCCC1 (configuration not stated)	96	13	0.48	5	-24	-13	-3	0.9	0
O=C(O)CCC(=O)Nc1nc(-c2ccccc2)cs1	125	1	0.38	15	-6	1	-4	1	-1
COCCCN(C(=O)c1ccco1)c1nc(-c2cc(OC)ccc2OC)cs1	87	-1	0.049	33	-15	-15	4	1	1
CCOC(=O)C(NC(=O)Nc1cccc(C)n1)(OCC(F)(F)F)C(F)(F)F (configuration not stated)	101	2	-2.6	8	-13	-17	-7	0.9	-5
COc1ccc(-c2ccc(-c3noc(C)n3)c(OC)n2)cc1	60	-17	1.7	15	1	47	14	0.9	-2
CN1CCN(C(=O)CN(c2cccc(Cl)c2)S(=O)(=O)c2ccccc2)CC1	95	-15	-1.1	-32	-6	48	3	0.9	0
CCC(=O)N1CCN(c2cc3c(cc2F)c(=O)c(C(=O)O)cn3CC)CC1	89	-3	0.94	24	-6	-2	-1	0.9	-4
CC(C)CNC(=O)NC1C(NC(=O)NCC(C)C)N(C)C(=O)N1C (configuration not stated)	117	4	-0.026	-13	-15	-12	-9	0.9	-2
CCc1nccn1S(=O)(=O)c1ccc2ccc(C)cc2c1	99	6	-1.3	6	-19	-31	-33	0.9	-7
COc1ccc(N2C(=O)CC(Sc3ncn[nH]3)C2=O)c(OC)c1 (configuration not stated)	79	7	-1.3	12	-8	-17	4	0.9	0
Cc1sc2c(c1C)c(=O)n(-c1ccccc1)c1nnc(C)n21	113	9	3.1	-9	10	10	-3	1	3
COc1ccc(OC)c(-c2cc(C(=O)Nc3cc(C)on3)no2)c1	80	4	-0.16	8	-11	-4	-13	1	-2
O=C(CCN1CCN(Cc2ccccc2)CC1)Nc1cccc(Cl)c1	31	5	-1.3	19	13	46	-13	0.9	-1
CN1C(=O)C2(Nc3ccccc3-c3nc4ccccc4n32)c2ccccc21 (configuration not stated)	116	5	0.014	-18	4	-2	-3	0.9	-5
O=C(NCc1ccco1)C(Cc1ccccc1)N1C(=O)C2C3C=CC(C3)C2C1=O (configuration not stated)	100	-13	-1.2	8	3	8	-2	1	-2
CCOc1ccc(S(=O)(=O)NCc2ccco2)c2ccccc12	68	8	0.93	-1	4	7	4	0.8	-3
O=C(O)c1c2c(nc3ccc(S(=O)(=O)N4CCC(C(=O)N5CCCCC5)CC4)cc13)CCCC2	88	-5	0.016	12	7	-8	-1	0.9	-4
CNC(=O)CN(c1cccc(Br)c1)S(C)(=O)=O	97	-14	0.074	3	-17	4	-12	0.9	0
O=C(CSCC(=O)Nc1nccs1)Nc1ccccc1	172	3	0.4	-7	-20	13	-10	1	-2
O=C(CCc1ccccc1)Nc1c(F)c(F)c(F)c(F)c1F	112	-2	0.14	-1	6	-11	17	0.9	-3
C=CCOc1ccc(C2/C(=C(\O)c3ccc(F)cc3)C(=O)C(=O)N2CCCN(C)C)cc1 (configuration not stated)	145	·	0.052	-17	-7	-19	-21	0.9	-3
CC(NC(=O)Nc1nccs1)(C(F)(F)F)C(F)(F)F	187	-5	1	-14	16	-3	-20	0.9	-5
C=CCn1c(=O)c2ccccc2n2c(SCC(=O)N3CCCc4ccccc43)nnc12	117	-7	0.27	12	-8	-23	-4	1	-1
CC(=O)Nc1ccc2c(c1)C(=O)N(C1CCCCC1)C2=O	95	13	·	4	14	17	-5	1	-2
Cn1c(SCC(=O)NCc2ccc(F)cc2)nc2ccccc21	88	·	-0.81	24	-10	-22	-24	0.9	-2
c1ccn2c(SCc3cn4ccsc4n3)nnc2c1	75	-1	-2	-2	71*	61*	5	0.9	0
CC(C)CC(=O)Nc1ccccc1N1CCN(C(=O)c2ccccc2)CC1	99	8	·	-7	5	-22	-1	0.9	-14
O=S(=O)(NCc1ccccn1)c1ccc(F)cc1	112	5	-0.39	1	12	2	-8	0.9	-1
CCC(=O)N1CCc2cc(S(=O)(=O)NCCC(=O)Nc3cc(C)cc(C)c3)ccc21	74	5	0.16	6	-2	16	6	0.9	-2
Oc1ccc2c(c1)C1CCCC1(N1CCOCC1)O2 (configuration not stated)	78	·	·	4	-2	-17	-2	0.9	-7
CCCCOc1ccc(/C(O)=C2/C(=O)C(=O)N(CCN(C)C)C2c2ccc(O)c(OC)c2)cc1 (configuration not stated)	86	4	0.55	-10	1	-3	-1	0.9	-3
CCCCn1c(=NC(=O)c2cccnc2)c(C(=O)OCC)cc2c(=O)n3ccccc3nc21	76	8	7*	·	4	-6	·	0.9	·
O=C(NCCc1ccccc1)C1CCN(S(=O)(=O)c2ccc(-c3nn[nH]n3)cc2)CC1	92	4	-0.11	-7	-2	-17	-1	0.9	-4
CCOCCn1c(CN2CCCCC2)nc2c1c(=O)n(C)c(=O)n2C	97	-18	-0.15	0	11	-1	3	1	-1
Cn1c(CNc2ccccc2)cc(=O)n(C)c1=O	84	1	0.15	9	3	-2	-1	0.9	0
O=C(NC1(C(F)(F)F)NC(=O)N(C2CCCC2)C1=O)C1CC1 (configuration not stated)	68	0	0.26	-7	-14	-24	-10	0.9	-5
N#Cc1c(SCC(=O)O)nc(N2CCCCC2)c2c1CCCC2	105	·	·	-19	3	-16	6	1	-3
CCC(NC(=O)Cn1cnc2c(=O)n(C)c(=O)n(C)c21)c1ccccc1 (configuration not stated)	120	0	0.42	6	3	-2	-6	0.9	0
COc1nc(N2CCCC2)nc(-n2cc(-c3ccccc3)nn2)n1	114	2	-0.035	0	0	-25	10	0.9	1
CCn1c(=O)c(C(=O)NCCc2ccccc2)c(O)c2ccccc21	80	-3	-0.38	-16	11	-2	-5	0.8	-1
CCOC(=O)N1CCc2c(sc3c2C(=O)NC(c2ccc(-c4ccc(Cl)cc4)o2)N3)C1 (configuration not stated)	75	4	-1	35	12	-24	4	0.9	-1
O=c1c2ccccc2nc(SCc2cn3ccsc3n2)n1-c1ccccc1	90	2	·	19	-1	-17	2	1	0
CCCCOC(=O)CSc1nc(N)c(C#N)c(-c2ccc(OCC)cc2)c1C#N	102	6	-0.76	-30	-4	-24	1	0.9	-1
c1ccc(OCCOc2ncnc3sccc23)cc1	103	17	0.59	3	53*	39	-10	0.9	-5
COc1ccc(CCNC(=O)C2(C)CCC(=O)N2Cc2ccc3c(c2)OCO3)cc1OC (configuration not stated)	104	10	-1.6	-4	2	-13	-13	0.9	-2
CCCn1c(=O)c(C(=O)NCc2ccncc2)c(O)c2ccccc21	95	4	5.2*	14	-22	-4	-12	0.9	-3
CC(C)C(NS(=O)(=O)c1cccc2nsnc12)C(=O)N1CCc2ccccc2C1 (configuration not stated)	47	-17	-0.39	25	-9	5	-10	0.9	-3
COc1ccccc1Cn1nnc2c(=O)[nH]c(C3CCN(C(=O)c4ccc(C)cc4)CC3)nc21	85	3	2.6	31	-8	27	-3	0.9	-3
COc1ccc2cc3cc(C(=O)NCCN4CCc5ccccc5C4)oc3nc2c1	110	-6	-1.2	12	18	24	5	1	-2
Cc1[nH]nc2nc(SCC(=O)NCC3CCCO3)n(-c3ccc(Br)cc3)c(=N)c12 (configuration not stated)	79	·	0.14	34	3	-2	12	·	-1
COc1ccccc1OCc1ccc(C(=O)NC(C)(C)C)o1	74	16	-0.27	1	-6	4	-3	0.9	-7
O=C(CN1C(=O)C2C3C=CC(C3)C2C1=O)NCc1ccc2c(c1)OCO2 (configuration not stated)	89	0	-0.29	-9	-1	14	-1	0.9	2
N#CC1=C2C=Cc3ccccc3N2CCCC1=O	94	3	0.23	-13	34	-3	8	0.9	-5
CN(C)c1ccc(/C=C/C(O)=C2/C(=O)N(C)C3(C)CC2c2ccccc2O3)cc1 (configuration not stated)	53	3	-0.51	20	-28	-6	-9	0.7	-1
CC1(C)CC(=O)C2=C(C1)NC(=O)CC2c1ccc(F)cc1 (configuration not stated)	86	4	0.52	5	-3	-12	-2	1	-2
CCc1ccc(C(=O)N2CCN(c3ccc(F)cc3)CC2)s1	96	5	-0.74	2	6	12	-1	1	-6
O=S(=O)(Nc1ccc2c(c1)OCCO2)c1ccc2oc3ccccc3c2c1	89	1	-1.1	10	-2	-26	-6	0.9	1

Some of these compounds in order of SMILES length, largest number first:
SMILES	Her2 expr inh	FXIIa mix inh	D1 mod	DUSP1 inh	SF-1 act	RORA act	Cdc25B inh	TNAP act mid DEA	Hsp90 block
CC(C)C(NS(=O)(=O)c1cccc2nsnc12)C(=O)N1CCc2ccccc2C1 (configuration not stated)	47	-17	-0.39	25	-9	5	-10	0.9	-3
O=C(CN1C(=O)C2C3C=CC(C3)C2C1=O)NCc1ccc2c(c1)OCO2 (configuration not stated)	89	0	-0.29	-9	-1	14	-1	0.9	2
CCc1ccc(C(=O)N2CCN(c3ccc(F)cc3)CC2)s1	96	5	-0.74	2	6	12	-1	1	-6
COc1ccccc1OCc1ccc(C(=O)NC(C)(C)C)o1	74	16	-0.27	1	-6	4	-3	0.9	-7
c1ccc(OCCOc2ncnc3sccc23)cc1	103	17	0.59	3	53*	39	-10	0.9	-5
